Assay outcomes deposited in PubChem BioAssay by several laboratories.
hgDAF-12 ag: agonists of H. glycines DAF-12 nuclear receptor; HEK293 GAL4-hgDAF12 UAS-luciferase reporter, agonist luminescence; normalized to butyrate control; 1.8% of 370,000 active; activation, % at 6.8 µM; AID 687014;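 active means activation above a cutoff set at the mean of all screened compounds plus 3 SD, cut at about 10% in these data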;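 further: 0% = DMSO wells and 100% = sodium butyrate wells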
FXN GAA850 act: increases GAA850 frataxin promoter reporter activity | activation, % at 6 µM | 0.56% of 360,000 active | HEK293 lucGAA850 FXN promoter luciferase reporter, 24 h; percent of 10 µM SAHA response | AID 540364;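 active means activation above the average of all compounds screened plus 3 SD, cutoff fixed separately per campaign, cut at about 7.5% in these data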;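 further: 0% = DMSO wells and 100% = 10 µM SAHA wells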
HGIII-sPLA2 inh: Inhibits HGIII-sPLA2 liposome hydrolysis, primary screen; Q9NZ20; QFRET BODIPY PC-A2 liposome hydrolysis, fluorescence; inhibition, % at 12.2 µM; 0.56% of 370,000 active;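 active means inhibition above mean plus 3 SD of compounds lying within the high and low control bounds, cut at about 19% in these data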;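 further: 0% = median of test compound wells and 100% = no enzyme DMSO wells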
ssDAF-12 act: activators of S. stercoralis DAF-12 nuclear receptor; HEK293 ssDAF-12/GRIP1 lit1-tk-luc reporter, luminescence; % of 3 µM dafachronic acid response; activation, % at 6.8 µM; 1% of 370,000 active;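 active means activation above the mean over all tested compounds plus 3 SD, cut at about 0.9% in these data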;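 further: 0% = DMSO-only wells and 100% = 3 µM delta7-dafachronic acid wells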
hcDAF12 agonist: activators of H. contortus DAF-12 nuclear receptor; 1.4% of 370,000 active; activation, % at 6.8 µM; HEK293 hcDAF-12 lit1-tk-luc reporter, luminescence; 0% DMSO, 100% Δ7-dafachronic acid;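 active means activation above the mean of all tested compounds plus 3 SD, cut at about 5.5% in these data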;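 further: 100% = response to 3 µM Δ7-dafachronic acid high control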
DAX1 inh-1: inhibits human nuclear receptor DAX1; P51843; HEK293 Gal4-DAX1 luciferase reporter, luminescence; inhibition, % at 6.75 µM; 0.99% of 340,000 active; AID 504766;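 active means inhibition above the mean over all tested compounds plus 3 SD, cut at about 4.2% in these data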;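 further: 0% = DAX1-transfected cells with DMSO and 100% = empty-vector control cells with DMSO; inhibition shows as a rise in luminescence from relieved DAX1 repression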
DAX1 inh-2: inhibitors of DAX1 repression of SF-1 activated StAR promoter; inhibition, % at 6.8 µM; 1.1% of 370,000 active; AID 652010; HEK293T StAR-luciferase reporter, SF-1/DAX-1 repression relief;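 active means inhibition above the mean over all tested compounds plus 3 SD, cut at about 3.6% in these data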;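 further: 0% = DAX-1 cells with DMSO and 100% = cells lacking DAX-1 with DMSO; higher inhibition means more luminescence from relief of DAX-1 repression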
SMARCA2 activ: increases SMARCA2 function in MMTV reporter cells. activation, % at 9.1 µM. 1% of 370,000 active. MG213 cells, MMTV-luciferase reporter, dexamethasone, overnight; in the data active means activation above about 7.8%;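 further: 0% = vehicle wells and 100% = reference activator wells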
PG9 binder: binds the HIV-1 gp120 antibody PG9; TR-FRET gp120-PG9 antibody binding; inhibition, % at 6.7 µM; AID 624416; 0.43% of 360,000 active; in the data active means inhibition above about 8.5%
NR1D1 modulator: modulators of human Rev-erb alpha DNA binding; Rev-erbα–FITC-DNA binding, fluorescence polarization, 90 min; AID 1259318; 0.79% of 370,000 active; activity, % at 10 µM;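 active means activity above about 14%, limit read from the data; passing the limit was not always enough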;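 further: 0% = DMSO wells with 35 nM protein and 100% = DMSO wells with 750 nM protein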
PLC-beta3 inh: blocks human PLC-beta3 enzyme activity; Purified PLC-beta3, fluorogenic substrate, fluorescence; inhibition, % at 12.2 µM; 0.18% of 370,000 active; AID 720704; in the data active means inhibition above about 11%;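 further: 0% = median of compound wells on plate and 100% = full blocker control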
Target sequence (Q01970 whole entry, looked up): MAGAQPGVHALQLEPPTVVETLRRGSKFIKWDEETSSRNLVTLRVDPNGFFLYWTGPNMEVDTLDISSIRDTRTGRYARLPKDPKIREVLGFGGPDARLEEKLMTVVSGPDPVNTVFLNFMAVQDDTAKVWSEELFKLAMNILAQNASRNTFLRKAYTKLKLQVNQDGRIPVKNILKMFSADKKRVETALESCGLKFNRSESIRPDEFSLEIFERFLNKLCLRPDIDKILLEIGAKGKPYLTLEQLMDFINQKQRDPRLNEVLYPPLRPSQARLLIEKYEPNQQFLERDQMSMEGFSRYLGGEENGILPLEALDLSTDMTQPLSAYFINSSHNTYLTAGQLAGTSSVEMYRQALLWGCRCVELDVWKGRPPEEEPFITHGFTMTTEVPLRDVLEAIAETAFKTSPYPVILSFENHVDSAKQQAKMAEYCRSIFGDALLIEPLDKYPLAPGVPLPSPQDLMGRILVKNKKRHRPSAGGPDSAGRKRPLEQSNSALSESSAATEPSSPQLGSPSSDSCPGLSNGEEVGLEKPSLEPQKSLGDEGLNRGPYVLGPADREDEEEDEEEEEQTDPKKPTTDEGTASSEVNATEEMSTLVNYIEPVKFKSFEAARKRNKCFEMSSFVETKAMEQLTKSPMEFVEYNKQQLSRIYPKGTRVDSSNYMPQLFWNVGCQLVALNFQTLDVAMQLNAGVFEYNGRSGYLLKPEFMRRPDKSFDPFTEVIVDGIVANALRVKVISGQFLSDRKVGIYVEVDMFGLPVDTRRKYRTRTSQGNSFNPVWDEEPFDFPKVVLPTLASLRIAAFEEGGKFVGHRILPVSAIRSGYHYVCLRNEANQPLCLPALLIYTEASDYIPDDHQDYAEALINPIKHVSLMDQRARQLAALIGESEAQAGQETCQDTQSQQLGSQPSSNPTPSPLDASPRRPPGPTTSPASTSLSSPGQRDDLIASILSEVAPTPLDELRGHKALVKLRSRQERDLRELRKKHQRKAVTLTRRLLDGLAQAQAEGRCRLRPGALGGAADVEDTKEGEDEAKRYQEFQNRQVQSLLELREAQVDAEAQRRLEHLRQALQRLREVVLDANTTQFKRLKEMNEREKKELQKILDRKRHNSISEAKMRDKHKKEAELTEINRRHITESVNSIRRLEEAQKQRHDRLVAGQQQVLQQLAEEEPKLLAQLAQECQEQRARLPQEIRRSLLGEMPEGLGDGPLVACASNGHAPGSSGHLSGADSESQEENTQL
* hit, by the source's call; / = not tested or not shown. An unsorted share of the library (roughly 7% active in at least one column).

The opening 5 compounds as a preview:
SMILES	hgDAF-12 ag	FXN GAA850 act	HGIII-sPLA2 inh	ssDAF-12 act	hcDAF12 agonist	DAX1 inh-1	DAX1 inh-2	SMARCA2 activ	PG9 binder	NR1D1 modulator	PLC-beta3 inh
O=C(Nc1nc(-c2ccc3c(c2)OCO3)cs1)C1COc2ccccc2O1 (stereo unspecified)	-1.3	1.6	-4	-1.1	1.6	1.1	-0.2	-2	-1.6	-4	-2
CN1CCN(C(=O)c2ccc(S(=O)(=O)N(C)c3ccccc3)cc2)CC1	0.8	0.7	9	-1.2	-3.3	2.5	0.1	-3	0.7	2	1
CC(=O)Nc1ccc(S(=O)(=O)NNC(=O)COc2ccc(C(C)(C)C)cc2)cc1	0.0	-1.2	-13	-1.5	-1.6	0.6	-0.1	0	0.1	4	-2
COCCNC(=O)NC(=O)COC(=O)c1ccc2[nH]c3c(c2c1)CCCC3	-1.4	-0.6	-32	-1.0	-0.6	-2.2	0.2	0	0.1	-5	-25
CC1CCCN(C(=O)CSCC(=O)Nc2nc(-c3cccs3)cs2)C1 (stereo unspecified)	2.9	3.9	-1	0.0	6.4*	-0.1	1.2	-2	0.0	-1	-12

This part in full, repeating the preview:
SMILES	hgDAF-12 ag	FXN GAA850 act	HGIII-sPLA2 inh	ssDAF-12 act	hcDAF12 agonist	DAX1 inh-1	DAX1 inh-2	SMARCA2 activ	PG9 binder	NR1D1 modulator	PLC-beta3 inh
O=C(Nc1nc(-c2ccc3c(c2)OCO3)cs1)C1COc2ccccc2O1 (stereo unspecified)	-1.3	1.6	-4	-1.1	1.6	1.1	-0.2	-2	-1.6	-4	-2
CN1CCN(C(=O)c2ccc(S(=O)(=O)N(C)c3ccccc3)cc2)CC1	0.8	0.7	9	-1.2	-3.3	2.5	0.1	-3	0.7	2	1
CC(=O)Nc1ccc(S(=O)(=O)NNC(=O)COc2ccc(C(C)(C)C)cc2)cc1	0.0	-1.2	-13	-1.5	-1.6	0.6	-0.1	0	0.1	4	-2
COCCNC(=O)NC(=O)COC(=O)c1ccc2[nH]c3c(c2c1)CCCC3	-1.4	-0.6	-32	-1.0	-0.6	-2.2	0.2	0	0.1	-5	-25
CC1CCCN(C(=O)CSCC(=O)Nc2nc(-c3cccs3)cs2)C1 (stereo unspecified)	2.9	3.9	-1	0.0	6.4*	-0.1	1.2	-2	0.0	-1	-12
O=C(NCc1ccc(F)cc1)C1CCCN(S(=O)(=O)c2cccc3nsnc23)C1 (stereo unspecified)	-0.4	0.1	2	-1.2	-0.8	1.6	0.7	-1	1.0	3	3
CC(C)(C)SCCNS(=O)(=O)c1ccc(C#N)cc1	-1.0	0.3	9	-0.9	1.8	1.2	-0.4	-4	-1.9	4	-4
CCCc1ccc(S(=O)(=O)N2CCN(C(=O)c3cc(C)on3)CC2)cc1	-3.9	2.0	-9	-1.3	-0.4	-0.9	-1.9	-5	-0.4	0	2
CSc1nc(N)c2cn[nH]c2n1	3.1	0.2	1	0.1	0.6	-0.2	0.5	-1	-2.6	3	-11
CCCCNC(=S)N(Cc1c(C)noc1C)c1ccccc1	-1.4	3.0	5	-1.4	1.7	-0.2	0.7	-5	-0.2	-4	2
COC(=O)COC(=O)c1ccc(Oc2nc(OC)nc(N(C)C)n2)cc1	-0.6	-3.6	1	-1.4	-0.6	0.2	-0.5	-1	1.5	-5	3
Cc1cc(C)cc(N(C(=O)c2ccccn2)C(C(=O)NC2CCCCC2)c2ccncc2)c1 (stereo unspecified)	0.3	1.3	7	-0.3	-1.5	-0.7	0.4	-3	1.5	-4	-3
CCN(CC)C(=O)c1sc2[nH]c(=S)n(-c3ccccc3)c(=O)c2c1C	2.7	2.9	10	-1.2	-0.6	0.2	0.7	0	1.6	5	6
Cc1ccc(NC(=O)NN2CCN(C)CC2)cc1C	4.9	1.3	-4	-1.7	-0.1	0.3	0.3	0	-3.0	4	-5
COc1ccc([N+](=O)[O-])c(O)c1C(C)=O	-1.4	4.1	8	-0.7	1.2	1.1	-0.1	-3	-0.1	1	1
Cc1cc(S(=O)(=O)Nc2ncnc3sccc23)ccc1F	-1.3	-1.4	4	-0.6	0.9	0.8	0.2	-7	1.9	0	2
COc1ccc(OC)c(Nc2ncnc3sccc23)c1	0.1	2.8	0	-1.4	-0.3	-0.5	0.2	4	-2.3	1	-21
COc1ccc(CN2C(=O)C(O)(CC(=O)c3c(C)n[nH]c3C)c3ccccc32)cc1OC (stereo unspecified)	-1.3	-4.7	-5	-1.2	-2.1	1.1	0.0	6	-1.4	-2	4
Cc1cc(C(=O)Nc2c(C)cccc2C)n(-c2ccccc2)n1	-2.6	-1.9	-5	-1.9	0.3	0.6	-0.4	2	-0.9	-8	1
COc1ccc2c(C)c(Cc3ccccc3)c(=O)oc2c1OC	2.0	3.2	-2	-1.8	-0.8	-2.7	-0.5	-3	-0.8	-2	-165
O=C(Nc1cccnc1)c1cc(-c2ccc(Cl)c(Cl)c2)on1	0.3	-1.5	-6	-1.2	-1.2	-0.7	0.5	1	-1.4	3	-4
CCOc1ccc(C(CC(=O)O)NC(=O)COc2ccc3ccccc3c2)cc1OC (stereo unspecified)	2.0	-2.8	1	-0.7	-1.8	0.2	0.0	-3	-0.4	2	-10
Cc1cccc(C)c1NC(=O)C1c2ccccc2OCC(=O)N1Cc1ccc2c(c1)OCO2 (stereo unspecified)	-1.5	/	12	-0.6	-0.1	/	1.0	-4	2.1	2	-3
Cc1cccc(NC2=NC(=S)N(CC#N)C23CCCCC3)c1	-1.1	0.0	6	-0.7	-0.9	-0.9	0.2	-3	3.2	2	2
CC1C(C)N(C(=O)CCCl)c2ccccc2N1C(=O)CCCl (stereo unspecified)	2.1	0.5	11	-0.3	-0.5	0.0	-1.5	-4	1.6	-2	0
COc1ccc(-c2nc(C#N)c(NCC3CCCO3)o2)cc1 (stereo unspecified)	0.6	3.2	-1	-1.3	0.3	0.4	1.0	10*	-1.6	-3	-205
CNC(=O)N1CCC(C(=O)c2c(C)c(C)c(C)c(C)c2C)CC1	-4.2	2.1	13	-1.4	-1.9	0.3	0.1	-3	1.9	4	-1
C=CCCOc1ccccc1C(N)=O	0.3	3.1	2	-0.6	-0.4	0.1	0.5	0	0.5	6	-6
NC(=O)C1(NC2CCCCC2)CCN(Cc2ccccc2)CC1	-1.6	0.3	10	-0.8	-1.1	1.9	-0.6	-4	1.9	-5	-3
Nc1ccc(OCc2ccco2)cc1	-0.1	1.0	8	-1.4	1.4	0.9	0.7	-1	-1.3	-9	-7
CCOc1ccc(Cc2c(Cl)nc(SC)nc2N(C)C)cc1	-0.3	-2.3	4	-1.2	-2.7	0.1	-0.2	-4	-3.9	-6	-2
CCN(CC)c1ccc2c(c1)OC(N)=C(C#N)C2c1cccnc1 (stereo unspecified)	-0.2	6.7	-53	-1.2	-0.3	-0.2	-0.6	0	-4.5	53*	-44
COc1cc(-c2nc3n(n2)C(c2cccc(OC)c2OC)C2=C(CCCC2=O)N3)cc(OC)c1OC (stereo unspecified)	0.3	1.6	6	-1.1	-0.8	0.6	0.4	-2	-0.6	0	2
CCOc1ccc(NC(=O)C2CSC(c3ccncc3)=N2)cc1 (stereo unspecified)	-1.3	0.6	7	-1.0	-0.5	1.2	-0.6	-2	0.4	1	-10
CC[C@@H](CC1CCCCC1)C(=O)N(Cc1ccccc1)c1ccccc1	0.6	-3.5	-4	-1.5	-2.1	-1.5	-0.8	1	0.1	7	5
CC(C)c1onc(C(=O)NCc2ccccn2)c1[N+](=O)[O-]	-0.3	0.2	-1	-0.6	-1.1	0.6	0.9	-2	-1.2	-1	1
COc1cc(C(=O)N(CCc2ccccc2)C2CC3CCC(C2)N3C)cc(OC)c1OC (stereo unspecified)	1.9	-1.9	6	-0.8	-0.2	0.9	0.3	-2	1.6	-1	4
Cc1ccc(OCC(=O)Sc2ccc(C)cc2)cc1	0.6	0.7	7	-1.6	1.0	-0.5	-0.1	1	-3.1	-3	8
CC(C)C[C@@H](CN1CCC[C@@H]1CN1C(=S)NC[C@@H]1Cc1ccc(O)cc1)N1C[C@H](Cc2ccc(O)cc2)N(CC2CCCCCC2)C1=S	0.1	/	-14	-0.9	-0.8	/	1.9	-1	-0.8	-1	3
O=C(Nc1ccc(C(O)(C(F)(F)F)C(F)(F)F)cc1)c1ccc(Cl)c([N+](=O)[O-])c1	4.3	1.1	-23	-1.1	-2.3	-0.9	-0.5	-2	-1.5	1	1
CCCNC(=O)c1cc(C2CCCCN2C(=O)c2ccc3ccccc3c2)on1 (stereo unspecified)	-0.4	-0.5	-2	-1.8	-0.8	/	0.0	0	-0.7	1	-2
Cc1nn(-c2ccccc2)c(C)c1NC(=O)COC(=O)c1ccc(S(=O)(=O)C(F)F)cc1	0.8	1.4	10	-1.3	-0.8	-0.7	0.7	-2	-0.8	-3	-8
CCOC(=O)N1C(=O)C[C@](Sc2ccc(OC)cc2)(C(=O)N2CCCC2)[C@H]1c1ccc(OC)cc1	1.8	/	7	-1.1	-0.1	/	-2.0	2	/	-8	-2
CCS(=O)(=O)N1CCC(NC(=O)c2cc(OC)cc(OC)c2)CC1	-0.3	-1.5	5	-1.2	0.2	-0.1	0.5	-1	1.0	-5	-1
O=C(Cc1ccccc1F)Nc1nc(-c2ccc(F)cc2)cs1	2.7	1.3	-14	-1.2	-1.4	0.0	0.8	-3	-3.1	-7	-2
CNS(=O)(=O)c1ccc(N2CCCC2=O)c([N+](=O)[O-])c1	-1.2	0.4	8	-1.7	-0.3	-0.7	0.0	-1	-0.2	-1	-21
CC(=O)c1cccc(N(CC(=O)NC2CCCCC2)C(=O)Cn2nnc(-c3ccccc3)n2)c1	-1.8	-0.4	10	-1.1	-0.7	0.2	0.2	-3	-0.4	5	-7
O=C(CCN1C(=O)C2C3C=CC(C4CC34)C2C1=O)Oc1ccc(Br)cc1 (stereo unspecified)	-1.7	0.4	-1	0.8	3.4	1.3	0.5	1	-1.2	9	2
CC(C)NC(=O)Nc1ccc2c(c1)C(=O)N([C@@H](C)CO)C[C@@H](C)[C@@H](CN(C)S(=O)(=O)c1ccc(F)cc1)O2	-2.5	0.0	-13	-1.1	-1.6	-0.6	0.3	1	0.2	-3	-6
CC(C)c1nc(CNC(=O)CC2C(=O)NCCN2Cc2ccccc2)cs1 (stereo unspecified)	1.1	1.6	-6	-0.7	-0.1	0.8	1.3	0	-2.0	-3	-11
COC(=O)C1CCN(c2ccc(C(N)=O)cc2[N+](=O)[O-])CC1	0.4	2.3	6	-1.9	-0.6	0.1	-0.6	-3	1.7	5	6
Cc1ccccc1NC(=O)CC1(c2ccc(N(C)C)cc2)C(=O)c2ccccc2C1=O	-2.1	-0.8	-9	-1.7	-0.9	-1.2	-0.2	-3	-3.3	4	-1
COc1ccc(C)cc1-n1nnnc1SCC(=O)NC1CCS(=O)(=O)C1 (stereo unspecified)	-1.3	1.0	2	0.1	-0.7	0.2	1.1	0	-0.1	-3	-7
Cc1csc(NC(=O)c2c(-c3ccccc3)noc2C)n1	-1.1	-0.9	1	-0.8	-1.1	1.2	-1.0	-1	-1.2	2	-4
O=C(CCN1C(=O)/C(=C\c2ccccc2Cl)SC1=S)Nc1cccnc1	-0.7	-1.4	-5	-0.8	-0.9	0.0	-0.1	-4	-2.6	2	-12
